SUMO1-SIM PPI: modulators of human SUMO1-mediated protein-protein interactions. 360,000 compounds, 0.33% hits. inhibition, % at 20 µM. P63165. SUMO1 binding to a labelled peptide, TR-FRET, 1 h; in the data active means inhibition above about 37%
Target sequence (P63165 whole entry, looked up): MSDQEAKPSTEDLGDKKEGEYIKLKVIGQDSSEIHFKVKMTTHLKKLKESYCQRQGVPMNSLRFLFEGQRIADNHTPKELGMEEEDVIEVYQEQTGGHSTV
Scp-1 inhibitor: Scp-1 (human) phosphatase inhibition | Q9GZU7 | Recombinant Scp1, phosphopeptide, malachite green phosphate absorbance | inhibition, % at 20 µM | 340,000 compounds, 0.88% hits;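 active means inhibition above about 50% at 20 µM, limit read from the data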;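 further: plate controls were DMSO wells with enzyme for no effect and wells lacking enzyme for full effect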
Target sequence (Q9GZU7 76-261 limits assumed): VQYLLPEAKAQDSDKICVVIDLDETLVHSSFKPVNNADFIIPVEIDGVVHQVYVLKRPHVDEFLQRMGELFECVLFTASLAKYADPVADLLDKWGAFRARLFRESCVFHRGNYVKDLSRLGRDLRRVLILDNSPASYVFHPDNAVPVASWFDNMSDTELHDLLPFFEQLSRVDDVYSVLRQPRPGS
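Times: enzyme reaction 45 min at room temperature, colour 5 min, stabilisation 30 min. Material: SCP-1 catalytic fragment, aa 76-261. Medium: Acidic Tris acetate buffer with magnesium and detergent. Signal: colorimetric free-phosphate detection, absorbance 630 nm. Read-out basis: % inhibition of SCP-1 phosphate liberation. Reagent: Phosphorylated 17-residue peptide substrate.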
Tb MetRS inh: Trypanosoma brucei MetRS inhibition; 360,000 compounds, 0.4% hits; purified T. brucei MetRS, ATP depletion, Kinase-Glo luminescence; inhibition, % at 11.9 µM;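 active means inhibition above a per-plate cutoff of the control wells' mean inhibition plus 3 SD, cut at about 5.5% in these data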;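 further: 0% = DMSO wells median and 100% = median of wells with control inhibitor compound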
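Test system – parasite MetRS enzyme · Reagent – substrates ATP, L-methionine and bulk Escherichia coli tRNA · Doses – 11.9 µM compound single dose, 0.9% DMSO · Times – 15 min enzyme-compound preincubation, 2 h reaction, 10 min detection, 25 °C · Signal – Kinase-Glo luminescence, ATP depletion format · Controls – DMSO-only wells as low control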
Rpn11 inh: blocks the human proteasome subunit Rpn11; O00487; human 26S proteasome, Ub4-pepOG fluorescence polarization; 20S core pre-blocked with epoxomicin; calls only at 20 µM; 360,000 compounds, 0.59% hits; AID 588493;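 active means inhibition at 20 µM, scaled to each plate's controls, above about 33%, limit read from the data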
STEP inh: blocks human striatal-enriched tyrosine phosphatase; 360,000 compounds, 0.25% hits; inhibition, % at 20 µM; recombinant STEP, OMFP fluorogenic substrate, fluorescence;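 active means inhibition at 20 µM, scaled per plate between control wells, above about 37%, limit read from the data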;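 further: 0% = DMSO with enzyme and substrate and 100% = substrate only without enzyme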
Target sequence (P54829 whole entry, looked up): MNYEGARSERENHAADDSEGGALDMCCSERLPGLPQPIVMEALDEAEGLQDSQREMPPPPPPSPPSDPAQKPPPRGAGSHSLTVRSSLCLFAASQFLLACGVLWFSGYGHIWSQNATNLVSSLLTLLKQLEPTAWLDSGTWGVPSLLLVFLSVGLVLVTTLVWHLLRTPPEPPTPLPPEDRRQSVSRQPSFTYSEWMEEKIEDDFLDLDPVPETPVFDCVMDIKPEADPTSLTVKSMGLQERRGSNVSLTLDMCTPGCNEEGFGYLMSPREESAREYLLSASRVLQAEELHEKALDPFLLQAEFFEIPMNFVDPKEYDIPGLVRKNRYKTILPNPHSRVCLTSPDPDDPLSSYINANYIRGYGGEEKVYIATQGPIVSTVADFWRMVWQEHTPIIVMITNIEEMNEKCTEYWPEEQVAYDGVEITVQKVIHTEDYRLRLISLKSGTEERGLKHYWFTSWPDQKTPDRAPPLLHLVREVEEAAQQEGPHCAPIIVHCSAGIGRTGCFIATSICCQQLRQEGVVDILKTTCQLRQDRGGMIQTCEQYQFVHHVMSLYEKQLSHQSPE
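Assay system: isolated STEP enzyme. Buffer or medium: pH 6.0 Bis-Tris with DTT and Tween 20. Also added: fluorogenic phosphatase substrate OMFP at 25 µM final. Dosing: 20 µM, 1% DMSO. Timing: 20 min reaction, room temperature, in the dark. Measured by: fluorescence intensity, excitation 480 nm, emission 540 nm. Evaluation: normalized % inhibition.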
DNMT1 block: DNMT1 (human) enzyme inhibition; P26358; DNMT1 molecular beacon, Hinp1I cleavage, fluorescence; inhibition (reported as % activation of signal), % at 10 µM; 360,000 compounds, 0.83% hits; AID 588458; in the data active means inhibition above about 50%
CSN deneddyl inh: CSN deneddylation inhibition | Purified CSN, SCF-Nedd8-OG deneddylation, fluorescence polarization | 360,000 compounds, 0.38% hits | inhibition, % at 12.5 µM | AID 651999;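 active means pattern-corrected inhibition above about 35%, with an unprinted fluorescence ratio check between 0.5 and 1.5, limit read from the data, passing the limit was not always enough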;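 further: 0% = enzyme with substrate and 100% = substrate without enzyme; some results filed as inactive read as strong as hits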
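Assay system: purified human Csn5 enzyme expressed in HEK293T cells; Input: 0.24 nM Csn5 enzyme, final concentration; Reagent: 10 nM SCFSkp2-Nedd8OG; Compound dosing: 12.5 µM single point; Times: reaction 90 min, room temperature; Technique: fluorescence polarization readout.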
MsrA inh: bovine MsrA inhibition; inhibition, % at 15.5 µM; 360,000 compounds, 0.75% hits; AID 651718; purified bovine MsrA, absorbance read-out; in the data active means inhibition above about 4.5%;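 further: 0% = vehicle wells with enzyme and 100% = reference inhibitor wells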
LMPTP block: LMPTP (human) inhibition; recombinant LMPTP-A, OMFP fluorogenic substrate, fluorescence intensity; inhibition, % at 20 µM; 360,000 compounds, 0.22% hits; AID 651560;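 active means compounds that cut the enzyme signal by at least half of the control window in the single-dose screen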;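 further: plate controls were DMSO wells with enzyme plus substrate for no effect and substrate without enzyme for full effect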
Target sequence (P24666 whole entry, looked up): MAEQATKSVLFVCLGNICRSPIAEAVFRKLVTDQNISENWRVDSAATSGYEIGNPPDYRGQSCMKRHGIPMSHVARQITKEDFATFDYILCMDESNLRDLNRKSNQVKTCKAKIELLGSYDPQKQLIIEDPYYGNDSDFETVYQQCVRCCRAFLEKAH
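Assay system: LMPTP-A, protein tyrosine phosphatase of low molecular weight / Medium: pH 6.0 Bis-Tris buffer with DTT and Triton X-100 / Schedule: 50 min enzyme reaction at room temperature, protected from light / Measured by: endpoint fluorescence intensity from OMFP dephosphorylation / Read-out basis: % inhibition relative to no-enzyme and uninhibited control wells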
NadD block: NadD (S. aureus) enzyme inhibition; purified NadD enzyme, colorimetric absorbance read-out; inhibition, % at 20 µM; 360,000 compounds, 0.78% hits; AID 602399; in the data active means inhibition above about 26%; further: some compounds past the cut are filed as inactive
An asterisk follows results filed as active.

Screening COc1ccccc1CNS(=O)(=O)c1ccc(Br)s1 returned SUMO1-SIM PPI 2, Scp-1 inhibitor -8, Tb MetRS inh -0.7, Rpn11 inh inactive, STEP inh 0, DNMT1 block -1, CSN deneddyl inh -3, MsrA inh 0.1, LMPTP block 0.6 and NadD block -2.
Screening COc1ccc(CC(=O)Nc2ccc(-c3cn4ccccc4n3)cc2)cc1OC returned SUMO1-SIM PPI 6, Scp-1 inhibitor -12, Tb MetRS inh -1.0, Rpn11 inh inactive, STEP inh 1, DNMT1 block -4, CSN deneddyl inh 1, MsrA inh 1.7, LMPTP block 4.5 and NadD block -2.
`COc1ccc(-c2ccc(CCC(=O)O)n2Cc2ccco2)cc1` gave SUMO1-SIM PPI 3, Scp-1 inhibitor -7, Tb MetRS inh -0.2, Rpn11 inh inactive, STEP inh -4, DNMT1 block -4, CSN deneddyl inh 6, MsrA inh -0.2, LMPTP block 0.9 and NadD block -2.
Screening COC(=O)c1cccc(Nc2c3c(nc4ccccc24)CCC3)c1 returned SUMO1-SIM PPI -5, Scp-1 inhibitor 0, Tb MetRS inh -0.5, Rpn11 inh inactive, STEP inh 0, DNMT1 block -2, CSN deneddyl inh 4, MsrA inh 1.1, LMPTP block 33 and NadD block -12.
`O=C(Nc1ccc(F)cc1F)c1cc2n(n1)C(C(F)(F)F)C1CCCCC1N2` (stereo not drawn) gave SUMO1-SIM PPI 2, Scp-1 inhibitor -6, Tb MetRS inh -0.9, Rpn11 inh inactive, STEP inh -8, DNMT1 block 3, CSN deneddyl inh 1, MsrA inh 0.1, LMPTP block -0.1 and NadD block -8.
Screening COc1ccc2c(c1)oc(=O)c1cc(OC)ccc12 returned SUMO1-SIM PPI 6, Scp-1 inhibitor 20, Tb MetRS inh 1.9, Rpn11 inh inactive, STEP inh 1, DNMT1 block 18, CSN deneddyl inh 5, MsrA inh 1.0, LMPTP block 13 and NadD block 2.
For COC(=O)CCCCCc1ccc(C(C)=O)s1 the results were SUMO1-SIM PPI -2, Scp-1 inhibitor -9, Tb MetRS inh 0.5, Rpn11 inh inactive, STEP inh -4, DNMT1 block 3, CSN deneddyl inh 1, MsrA inh 0.5, LMPTP block 0.1 and NadD block 1.
Screening COc1ccc(-c2cn[nH]c2N)c(OC)c1 returned SUMO1-SIM PPI 4, Scp-1 inhibitor -3, Tb MetRS inh -0.9, Rpn11 inh inactive, STEP inh -2, DNMT1 block -6, CSN deneddyl inh 5, MsrA inh -0.3, LMPTP block -1.4 and NadD block -1.
For CCN(C(=O)CN1CC(C)OC(C)C1)c1c(N)n(Cc2ccccc2)c(=O)[nH]c1=O (stereo not drawn) the results were SUMO1-SIM PPI 3, Scp-1 inhibitor -8, Tb MetRS inh -0.9, Rpn11 inh inactive, STEP inh -5, DNMT1 block -2, CSN deneddyl inh -5, MsrA inh 1.3, LMPTP block -0.1 and NadD block -9.
Screening O=S(=O)(c1ccc(Br)cc1)N1CCN(c2ccccc2)CC1 returned SUMO1-SIM PPI 0, Scp-1 inhibitor -3, Tb MetRS inh -0.3, Rpn11 inh inactive, STEP inh -1, DNMT1 block 3, CSN deneddyl inh 1, MsrA inh 1.2, LMPTP block 0.0 and NadD block -6.

Overlap with the part before: 3 compounds, followed by the next part.
Screening COc1ccc(-c2cn[nH]c2N)c(OC)c1 returned SUMO1-SIM PPI 4, Scp-1 inhibitor -3, Tb MetRS inh -0.9, Rpn11 inh inactive, STEP inh -2, DNMT1 block -6, CSN deneddyl inh 5, MsrA inh -0.3, LMPTP block -1.4 and NadD block -1.
For CCN(C(=O)CN1CC(C)OC(C)C1)c1c(N)n(Cc2ccccc2)c(=O)[nH]c1=O (stereo not drawn) the results were SUMO1-SIM PPI 3, Scp-1 inhibitor -8, Tb MetRS inh -0.9, Rpn11 inh inactive, STEP inh -5, DNMT1 block -2, CSN deneddyl inh -5, MsrA inh 1.3, LMPTP block -0.1 and NadD block -9.
Screening O=S(=O)(c1ccc(Br)cc1)N1CCN(c2ccccc2)CC1 returned SUMO1-SIM PPI 0, Scp-1 inhibitor -3, Tb MetRS inh -0.3, Rpn11 inh inactive, STEP inh -1, DNMT1 block 3, CSN deneddyl inh 1, MsrA inh 1.2, LMPTP block 0.0 and NadD block -6.
For CCN(C(=O)COC(=O)Cc1c[nH]c2ccccc12)c1c(N)n(Cc2ccccc2)c(=O)[nH]c1=O the results were SUMO1-SIM PPI 0, Scp-1 inhibitor 1, Tb MetRS inh 0.2, Rpn11 inh inactive, STEP inh -2, DNMT1 block -1, CSN deneddyl inh 0, MsrA inh 0.1, LMPTP block -0.4 and NadD block 2.
For C[C@H](NC(=O)[C@@H]1CCCN1C(=O)[C@@H]1CCCN1C(=O)c1cccc(Cl)c1)c1ccccc1 the results were SUMO1-SIM PPI 4, Tb MetRS inh -0.6, CSN deneddyl inh -1, MsrA inh -1.2, LMPTP block -0.4 and NadD block -3.
O=c1ccc(-c2nc3ccccc3n2Cc2ccccc2Cl)c[nH]1 was read as SUMO1-SIM PPI 1, Scp-1 inhibitor -3, Tb MetRS inh 0.0, Rpn11 inh inactive, STEP inh 2, DNMT1 block 3, CSN deneddyl inh -2, MsrA inh -0.7, LMPTP block 0.0 and NadD block 2.
For Cc1sc(C(=O)NCc2cccnc2)c2nc(C)n(CC(=O)NCc3cccnc3)c(=O)c12 the results were SUMO1-SIM PPI 6, Scp-1 inhibitor -3, Tb MetRS inh 0.3, Rpn11 inh inactive, STEP inh 2, DNMT1 block -4, CSN deneddyl inh 1, MsrA inh 0.2, LMPTP block 0.2 and NadD block -5.
COc1ccc(-c2c(C#N)c(N)nc3c2c(=O)n(C)c(=O)n3C)cc1 was read as SUMO1-SIM PPI -9, Scp-1 inhibitor -18, Tb MetRS inh -0.9, Rpn11 inh inactive, STEP inh -5, DNMT1 block -1, CSN deneddyl inh 4, MsrA inh 4.2, LMPTP block -1.5 and NadD block 8.
Screening Cc1cc(C(=O)N/N=C/c2ccc(-c3ccccc3Cl)o2)n[nH]1 returned SUMO1-SIM PPI 0, Scp-1 inhibitor 60*, Tb MetRS inh -0.1, Rpn11 inh inactive, STEP inh 10, DNMT1 block 36, CSN deneddyl inh -10, MsrA inh 3.5, LMPTP block 16 and NadD block 3.
`COc1ccc2[nH]c(=O)c(CN(CCO)C(=O)c3ccccc3F)cc2c1` gave SUMO1-SIM PPI 3, Scp-1 inhibitor -10, Tb MetRS inh -0.2, Rpn11 inh inactive, STEP inh 3, DNMT1 block 0, CSN deneddyl inh -3, MsrA inh 1.6, LMPTP block -1.0 and NadD block -7.
N#Cc1cccc(NCC(=O)Nc2ccc3c(c2)OCCO3)c1 was read as SUMO1-SIM PPI 0, Scp-1 inhibitor -1, Tb MetRS inh -0.1, Rpn11 inh inactive, STEP inh 0, DNMT1 block -1, CSN deneddyl inh 6, MsrA inh -0.2, LMPTP block -1.5 and NadD block -4.
For Cc1ccc(S(=O)(=O)CCC(=O)OCc2nc(N)nc(Nc3ccccc3C)n2)cc1 the results were SUMO1-SIM PPI 9, Scp-1 inhibitor -6, Tb MetRS inh -0.1, Rpn11 inh inactive, STEP inh 0, DNMT1 block -2, CSN deneddyl inh 0, MsrA inh 2.8, LMPTP block 0.2 and NadD block -2.
`Cc1cc(C(=O)COC(=O)c2ccc(N)cc2)c(C)n1-c1c(C)n(C)n(-c2ccccc2)c1=O` gave SUMO1-SIM PPI 4, Scp-1 inhibitor -3, Tb MetRS inh 0.1, Rpn11 inh inactive, STEP inh -2, DNMT1 block -4, CSN deneddyl inh 5, MsrA inh 0.2, LMPTP block -0.3 and NadD block 5.
Screening Cc1noc(C)c1NC(=O)N(C)C[C@H]1Oc2c(NC(=O)C3CCCCC3)cccc2C(=O)N([C@H](C)CO)C[C@@H]1C returned SUMO1-SIM PPI 4, Scp-1 inhibitor -11, Tb MetRS inh -2.2, Rpn11 inh inactive, STEP inh 1, DNMT1 block 5, CSN deneddyl inh -5, MsrA inh -0.8, LMPTP block -2.3 and NadD block -6.
COc1ccc(C(=O)CCC(=O)NCc2cc(OC)cc(OC)c2)cc1 was read as SUMO1-SIM PPI 6, Scp-1 inhibitor -6, Tb MetRS inh 0.2, Rpn11 inh inactive, STEP inh -1, DNMT1 block -1, CSN deneddyl inh 0, MsrA inh 0.8, LMPTP block 0.6 and NadD block -1.
Screening Cc1ccc(OCCNC(=O)c2ccccc2N)cc1 returned SUMO1-SIM PPI 17, Scp-1 inhibitor -4, Tb MetRS inh -1.5, Rpn11 inh inactive, STEP inh 0, DNMT1 block 0, CSN deneddyl inh -4, MsrA inh 0.6, LMPTP block 0.5 and NadD block -1.
Screening O=C(CSc1nc2ccccc2c(=O)n1-c1ccccc1)N1CCCC1 returned SUMO1-SIM PPI 0, Scp-1 inhibitor -4, Tb MetRS inh -0.5, Rpn11 inh inactive, STEP inh -5, DNMT1 block -3, CSN deneddyl inh 3, MsrA inh 0.4, LMPTP block -0.9 and NadD block 9.
For Cc1ccc2c(CN3CCN(Cc4ccccc4)CC3)cc(=O)oc2c1C the results were SUMO1-SIM PPI -5, Scp-1 inhibitor -2, Tb MetRS inh -0.4, Rpn11 inh inactive, STEP inh 2, DNMT1 block 2, CSN deneddyl inh 5, MsrA inh 0.8, LMPTP block 4.5 and NadD block -6.
Screening CCCCC(NC(C)=O)c1nc2ccccc2[nH]1 (stereo not drawn) returned SUMO1-SIM PPI 2, Scp-1 inhibitor -8, Tb MetRS inh 0.0, Rpn11 inh inactive, STEP inh 0, DNMT1 block 0, CSN deneddyl inh 1, MsrA inh -0.6, LMPTP block 0.0 and NadD block 0.
Cc1cccc(CC(=O)N2CCN=C2SCc2ccc([N+](=O)[O-])cc2)c1 was read as SUMO1-SIM PPI -14, Scp-1 inhibitor -3, Tb MetRS inh 0.1, Rpn11 inh inactive, STEP inh 0, DNMT1 block -5, CSN deneddyl inh 0, MsrA inh -0.9, LMPTP block 1.1 and NadD block 2.
For Cc1cccc(NC(=O)CSc2ncnc3nc[nH]c23)c1 the results were SUMO1-SIM PPI -1, Scp-1 inhibitor 1, Tb MetRS inh 0.5, Rpn11 inh inactive, STEP inh -2, DNMT1 block -1, CSN deneddyl inh 0, MsrA inh 1.7, LMPTP block 0.2 and NadD block -6.

Bioassay records deposited in PubChem BioAssay by several laboratories.
